Lung fibro prol: blocks proliferation of human lung fibroblasts | viability, % at 10 µM | LL 47 human lung fibroblast viability, ATP luminescence; stronger effect = lower value | 1.1% of 85,000 active;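 active = viability at or below 50% in the single dose screen; inactive = viability above 50%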;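 also: compound exposure lasted 72 h before the ATP readout; 100% = median luminescence of untreated cell-only wells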
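Test system: LL 47 human lung fibroblasts / Incubation: 72 h compound exposure at 37 °C after overnight plating / Technique: luminescent ATP detection, CellTiter-Glo / Compound dosing: 0.1% DMSO in all compound wells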
H69AR inhibit: blocks growth of human H69AR lung tumor cells | 6% of 85,000 active | viability, % at 10 µM | H69AR lung tumor viability, ATP luminescence, 72 h; stronger effect = lower value;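 active = viability at or below 40%; inactive = viability above 40%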;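 also: multidrug resistant small cell line overexpressing MRP-1 efflux transporter; 100% = mean luminescence of untreated control wells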
HUVEC inhibit: blocks proliferation of human endothelial cells | HUVEC proliferation, CellTiter-Glo luminescence, 72 h; stronger effect = lower value | viability, % at 10 µM (by protocol) | 1.1% of 86,000 active | AID 648;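 active = viability at or below 30%; inactive = viability above 30%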;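 also: 100% = median luminescence of DMSO-only cell control wells on each plate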
* = called active by the depositor.

SMILES	Lung fibro prol	H69AR inhibit	HUVEC inhibit
Cc1c(C(=O)N2CCCc3ccccc32)sc2nc(-c3ccccc3)cn12	75	67	76
O=C(CCc1nc2ccccc2[nH]1)N1CCN(C(=O)c2ccco2)CC1	101	98	106
CCOC(=O)C1CCN(C(=O)c2ccc(Cl)c(NC3=NC4CS(=O)(=O)CC4S3)c2)CC1 (centres undefined)	97	105	122
CCC[C@@H]1C[C@@H](C(=O)N[C@H]([C@@H](C)O)[C@H]2O[C@H](SC)[C@H](O)[C@@H](O)C2O)N(C)C1 (some centres undefined)	95	91	107
Cc1ccc2nc(NC3=NCN(C4CCCCC4)CN3)nc(C)c2c1	99	95	101
COC(=O)c1ccccc1NC(=O)c1cc(-c2cccc(OC)c2)on1	106	78	96
NC(=O)C1CCCNC1 (centres undefined)	103	92	113
CCOc1cccc(NC(=O)c2ccc(S(=O)(=O)N3CCCC3)cc2)c1	100	74	96
Cc1cc(C)n(-c2nc3c(c(=O)n(C)c(=O)n3C)n2Cc2cccc(Br)c2)n1	86	101	105
CCOC(=O)c1cc2c(=O)n(C)c3ccccc3c2s1	104	85	100
COc1ccccc1N1CCN(c2cc(=O)n(-c3ccc(Cl)cc3)c(=O)[nH]2)CC1	93	69	87
Cc1cc(C)cc(N(CC(=O)NC2CCCCC2)C(=O)CCC(=O)Nc2cc(C)ccn2)c1	93	86	49
CCOc1ccc(/C(O)=C2/C(=O)C(=O)N(CCN(CC)CC)C2c2ccco2)cc1 (centres undefined)	100	107	106
CCCCN1C(=O)C(O)(CC(=O)c2ccccc2OC)c2ccccc21 (centres undefined)	100	92	100
COc1cccc(-c2nc(N3CCN(Cc4ccccc4)CC3)c3ccccc3n2)c1O	96	86	86
CCN(CC)C(=O)c1sc2nc(-c3cccs3)cc(-c3cccs3)c2c1N	99	63	107
Cc1cc(C(=O)O)c(CSc2ncn[nH]2)o1	102	96	85
CCOC(=O)c1c(NC(=O)c2ccc(Cl)s2)sc(C)c1C	100	33*	76
CCSc1nnc(Cc2cc(=O)[nH]c(=O)[nH]2)n1-c1ccc(Cl)cc1	103	92	98
CC1CCCN(c2nc3c(c(=O)n(C)c(=O)n3C)n2Cc2ccccc2)C1 (centres undefined)	89	97	75
Nc1nc2c(ncn2COCCO)c(=O)[nH]1	102	97	99
CCOC(=O)c1ccc(-n2c(-c3ccco3)nc3ccccc3c2=O)cc1	106	94	95
CCN1CCN(C(c2cccc(OC)c2)c2sc3nc(C)nn3c2O)CC1 (centres undefined)	99	96	87
Cc1ccc(Cn2c(SCC(=O)Nc3cccc(C)n3)nc3c2c(=O)n(C)c(=O)n3C)cc1	76	42	36
Cc1cccc2nc(CSc3nc4[nH]ncc4c(=O)n3-c3ccccc3Cl)cc(=O)n12	66	58	85
Later entries.
SMILES	Lung fibro prol	H69AR inhibit	HUVEC inhibit
Cc1c(C(=O)N2CCCC2)oc2c1-c1[nH]ncc1CC2	102	109	94
CCOC(=O)C1=C(C)NC(C)=C(C(=O)OC)C1c1cccc([N+](=O)[O-])c1 (centres undefined)	95	92	78
Nc1cc(=O)[nH]c(SCc2nc3ccccc3n2Cc2ccccc2)n1	104	90	96
CCc1cc2c(=O)c(-c3cscn3)coc2cc1OC	99	58	99
Cc1ccc(S(=O)(=O)c2cc3c(=O)n4cccc(C)c4nc3n(CC3CCCO3)c2=N)cc1 (centres undefined)	94	40*	79
CC(=O)OCC(=O)[C@H]1CC[C@H]2[C@@H]3CC=C4C[C@@H](O)CC[C@]4(C)[C@H]3CC[C@]12C	94	68	53
COc1ccc(-c2nnc3sc(-c4ccc(Br)o4)nn23)cc1OC	98	80	92
NC(N)=NC(N)=NCCc1ccccc1	94	97	107
N#Cc1cccc(NC(=O)NCCc2c[nH]c3ccccc23)c1	109	64	85
CCOC(=O)c1c(NC(=O)c2cc(C3CC3)on2)sc2c1CCCC2	112	96	103
Cc1ccccc1OCC(O)Cn1c(N2CCN(c3ccccc3)CC2)nc2c1c(=O)[nH]c(=O)n2C (centres undefined)	95	87	90
COc1ccc(C2=Nn3c(nnc3-c3cccnc3)SC2)cc1OC	45*	85	71
N[C@@H](Cc1ccc(O)c(I)c1)C(=O)O	101	89	98
COCCCn1c(=N)c(C(N)=S)cc2c(=O)n3cccc(C)c3nc21	93	54	96
Nc1cccc(C(=O)Nc2ccc3nc(-c4cccnc4)[nH]c3c2)c1	113	66	110
Cc1nc2sc(C(c3ccco3)N3CCN(c4ccc(F)cc4)CC3)c(O)n2n1 (centres undefined)	102	98	104
COC(=O)c1nnn(-c2nc(N3CCCCC3)nc(N3CCCCC3)n2)c1C	110	96	107
CC(C)Cn1c(N)c(C(=O)CSc2nnnn2-c2ccc(Cl)cc2)c(=O)n(C)c1=O	98	86	88
Cc1nc(=O)c(-c2ccccc2)c(C)n1Cc1ccccc1	103	100	92
Cc1nc(C)c(C)nc1C	91	88	98
O=C(CCCn1c(=O)[nH]c2ccccc2c1=O)N1CCN(c2ccccn2)CC1	98	82	104
CCCn1c(=O)c(C(=O)Nc2cnccn2)c(O)c2ccccc21	105	97	114
CCCCCCCCCCCCCCCC(=O)OC[C@H](COP(=O)([O-])OCC[N+](C)(C)C)OC(=O)CCCCCCCCCCCCCCC	110	97	104
O=C(O)CN1CCOCCOCCN(CC(=O)O)CCOCCOCC1	102	98	98
Cc1cccc(N(CC(=O)NC2CCCCC2)C(=O)CCC(=O)Nc2ccccn2)c1	100	89	99

Individual results from above:
Lung fibro prol with CCCCCCCCCCCCCCCC(=O)OC[C@H](COP(=O)([O-])OCC[N+](C)(C)C)OC(=O)CCCCCCCCCCCCCCC is entered as 110
HUVEC inhibit with Cc1ccc(S(=O)(=O)c2cc3c(=O)n4cccc(C)c4nc3n(CC3CCCO3)c2=N)cc1 (centres undefined) is entered as 79
Lung fibro prol with NC(N)=NC(N)=NCCc1ccccc1 is entered as 94
HUVEC inhibit with Nc1cc(=O)[nH]c(SCc2nc3ccccc3n2Cc2ccccc2)n1 is entered as 96
H69AR inhibit with CC(=O)OCC(=O)[C@H]1CC[C@H]2[C@@H]3CC=C4C[C@@H](O)CC[C@]4(C)[C@H]3CC[C@]12C is entered as 68
Lung fibro prol with CCCn1c(=O)c(C(=O)Nc2cnccn2)c(O)c2ccccc21 is entered as 105
HUVEC inhibit with Cc1nc(C)c(C)nc1C is entered as 98

Compound profiles, as listed above. Screens in order: Lung fibro prol	H69AR inhibit	HUVEC inhibit
`CCOC(=O)c1c(NC(=O)c2cc(C3CC3)on2)sc2c1CCCC2` is listed as 112	96	103
`Cc1cc(C)cc(N(CC(=O)NC2CCCCC2)C(=O)CCC(=O)Nc2cc(C)ccn2)c1` is listed as 93	86	49
`N[C@@H](Cc1ccc(O)c(I)c1)C(=O)O` is listed as 101	89	98
`CCOC(=O)c1cc2c(=O)n(C)c3ccccc3c2s1` is listed as 104	85	100
`Cc1cc(C)n(-c2nc3c(c(=O)n(C)c(=O)n3C)n2Cc2cccc(Br)c2)n1` is listed as 86	101	105

Other compounds follow:
SMILES	Lung fibro prol	H69AR inhibit	HUVEC inhibit
COC(=O)c1c(N)n(-c2ccc(N3CCOCC3)cc2)c2nc3ccccc3nc12	99	61	93
Cc1cc(=O)cc(C)n1-c1ccc2c(c1)nc(C)n2-c1ccccc1	92	81	81
COc1ccccc1-c1nn2c(-c3ccccc3Cl)nnc2s1	103	80	89
Cc1cc2cc(CNC(=O)c3ccc(S(=O)(=O)N4CCOCC4)cc3)ccc2[nH]1	104	82	91
CCSc1nc(-c2cccs2)nc2c1c(=O)n(C)c(=O)n2C	87	51	93
Cn1cc(C(=O)NCc2ccc(F)cc2)c(=O)c2cc(S(=O)(=O)N3CCCCC3)ccc21	98	94	90
COCCNC(=O)CN(C)S(=O)(=O)c1ccc(Br)cc1	107	105	93
CC(C)CCOc1cccc(C2c3c(oc4ccccc4c3=O)C(=O)N2CCCN2CCOCC2)c1 (centres undefined)	93	97	100
COc1cccc(C2c3c(oc4ccccc4c3=O)C(=O)N2CCCN2CCOCC2)c1OC (centres undefined)	104	68	100
CCc1nc(SCC(=O)N2CCCc3ccccc32)c2c(=O)n(C)c(=O)n(C)c2n1	86	80	92
COCCn1c(SCC(=O)N2CCc3ccccc32)nc2c(c1=O)SC(C)C2 (centres undefined)	86	66	90
CCOC(=O)CN(C(=O)CNC(=O)c1ccco1)C(C(=O)NC1CCCCC1)c1cccc(OC)c1 (centres undefined)	95	98	101
Cc1ccc(N2CCN(C(=O)C3CCN(S(=O)(=O)c4cccc5nsnc45)CC3)CC2C)cc1 (centres undefined)	94	77	112
CCN(CC)CCCN1C(=O)C(O)=C(C(=O)c2ccc(C)o2)C1c1cccs1 (centres undefined)	103	92	100
CCOC(=O)C1CCN(Cc2ccccc2C(F)(F)F)CC1	98	100	90
CCc1nnc(SCC(=O)Nc2ccc(C(C)=O)cc2)nc1CC	100	98	98
Cc1cccn2c(=O)c3cc(C#N)c(=NC(=O)c4ccncc4)n(Cc4ccco4)c3nc12	94	62	86
COc1cccc(Oc2c(C)oc3c(CN4CCOCC4)c(O)ccc3c2=O)c1	96	88	89
CCN(CC)CCCN(Cc1cc2cc(OC)ccc2[nH]c1=O)C(=O)Nc1ccccc1	101	89	85
Cn1nnnc1Sc1nc(-c2cccnc2)nc2ccccc12	12*	0.0*	86
O=C(NCc1ccccc1)c1n[nH]nc1-c1ccccc1O	101	64	87
CC(=O)c1cc(CN2C(=O)c3ccccc3C2=O)cs1	106	93	100
CCN1CCCC1CNC(=O)c1nn(-c2ccc(C)cc2)c(=O)c2c1c1ccccc1n2C (centres undefined)	46*	48	25*
Cc1cc(/C=N/n2cnnc2)c(C)n1-c1ccc2ncccc2c1	100	88	99
Cc1nccc2[nH]c(=O)c(C(=O)NC3CCN(Cc4ccccc4)CC3)cc12	95	92	93

As a working copy, some entries already given.
SMILES	Lung fibro prol	H69AR inhibit	HUVEC inhibit
COCCn1c(SCC(=O)N2CCc3ccccc32)nc2c(c1=O)SC(C)C2 (centres undefined)	86	66	90
CCOC(=O)CN(C(=O)CNC(=O)c1ccco1)C(C(=O)NC1CCCCC1)c1cccc(OC)c1 (centres undefined)	95	98	101
Cc1ccc(N2CCN(C(=O)C3CCN(S(=O)(=O)c4cccc5nsnc45)CC3)CC2C)cc1 (centres undefined)	94	77	112

(list continues)
SMILES	Lung fibro prol	H69AR inhibit	HUVEC inhibit
CC(C)OC(=O)c1nnc(Cc2ccc(Cl)cc2)o1	98	96	108
CC1CCCN(C(=O)c2ccc3c(c2)C(=O)N(CCC2=CCCCC2)C3=O)C1 (centres undefined)	91	79	83
CCOC(=O)N1CCN(C(=O)CSc2nc3c(cnn3-c3ccc(C)cc3)c(=O)[nH]2)CC1	97	96	99
CCC(=O)Nc1ccccc1Nc1cc(C#N)c(C#N)cc1[N+](=O)[O-]	105	75	56
O=C(CSc1ccc2nnc(-c3ccc(F)cc3)n2n1)N1CCCCC1	102	76	99
CC1(C)CN(O)CCN1O	99	62	105
O=C(Nc1ccc(N2CCOCC2)cc1)C1(S(=O)(=O)c2ccccc2)CC1	104	83	91
CC(C)OC(=O)C(C)(C)Oc1ccc(C(=O)c2ccc(Cl)cc2)cc1	89	87	96
COc1ccc(C2C(C(C)=O)=C(O)C(=O)N2CCN(C)C)cc1OC (centres undefined)	95	90	98
CCNC(=O)c1ccccc1NC(=O)c1cccc(S(=O)(=O)N2CCOCC2)c1	95	86	97
CCCn1c(=O)c2[nH]c(C3CCCC3)nc2n(CCC)c1=O	83	57	97
Cc1ccc2c(C)nc(NC3=NCN(CCc4ccccc4)CN3)nc2c1	61	84	94

Entries shown so far that have a COOH group (3):
SMILES	Lung fibro prol	H69AR inhibit	HUVEC inhibit
Cc1cc(C(=O)O)c(CSc2ncn[nH]2)o1	102	96	85
N[C@@H](Cc1ccc(O)c(I)c1)C(=O)O	101	89	98
O=C(O)CN1CCOCCOCCN(CC(=O)O)CCOCCOCC1	102	98	98

From PubChem BioAssay

Not all compounds are listed; rates above refer to the full screens.
